Screens as filed in PubChem BioAssay.
inhibitors of VEEV – inhibitors of VEEV TC-83 cytopathic effect, confirmation, Vero cells (AID 588727) | 350,000 compounds, 0.13% hits | inhibition, % at 20 µM; hits with a dose series show IC50 in µM | Vero cells, VEEV TC-83 cytopathic effect inhibition; higher % means a stronger effect; in the data active = a potency from the dose series; inconclusive = inhibition mostly from about 14% at the one dose, without a potency; inactive = the rest, 99 in 100 with inhibition below about 12%; also: strong numbers were not always called active
M. tuberculosis – growth inhibition of non-replicating M. tuberculosis (AID 488890); 320,000 compounds, 0.39% hits; one-dose inhibition, % at 25 µM; IC50 in µM for titrated hits; Mycobacterium tuberculosis non-replicating, growth inhibition; higher % means a stronger effect; in the data active = a potency from the dose series; inconclusive = inhibition mostly from about 82% at the one dose, without a potency; inactive = the rest, 99 in 100 with inhibition below about 76%;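 also: plate controls were DMSO cells for no effect and high antibiotic wells for full effect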
influenza NS1A – NS1A inhibition, H1N1 influenza, cell based functional assay (AID 504329). NS1A functional cell-based assay, percent inhibition; higher % means a stronger effect. 340,000 compounds, 0.3% hits. inhibition, % at 12.5 µM; hits with a dose series show IC50 in µM; in the data active = a potency from the dose series; inconclusive = inhibition above about 27% without an active follow-up result; also: strong numbers were not always called active
Salmonella PhoP GFP – PhoP regulon inhibitors, Salmonella typhi PhoP promoter GFP reporter, confirmatory (AID 1850). Salmonella Typhi PhoP-promoter GFP reporter, fluorescence, 4 h; higher % means a stronger effect. inhibition, % at 50 µM, or IC50 in µM where a hit was titrated. 310,000 compounds, 0.33% hits; in the data active = a potency from the dose series; inconclusive = inhibition mostly from about 25% at the one dose, without a potency; inactive = the rest, 99 in 100 with inhibition below about 19%;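 also: 0% = induced wells with vehicle and 100% = uninduced wells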
H37Rv inhibition – M. tuberculosis growth inhibition, HTS (AID 449762). M. tuberculosis H37Rv growth inhibition, 7H9 media; higher % means a stronger effect. inhibition, % at 25 µM; hits with a dose series show IC50 in µM. 330,000 compounds, 0.59% hits; in the data active = a potency from the dose series; inconclusive = inhibition above about 70% without an active follow-up result;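 also: bacterial growth assessed after seven days of incubation; strong numbers were not always called active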
inhibitors of VEEV 10K pilot screen – also measured in inhibitors of VEEV; calls as there; inhibition, %; measured here: 10K pilot screen inhibition
An asterisk follows results filed as active.

Start of the listing, in advance (2 entries):
For Cc1cccc(OCc2nc(C#N)c(NCCN(C)C)o2)c1 the results were inhibitors of VEEV 0.6%, influenza NS1A -4.6%, Salmonella PhoP GFP -2.0% and H37Rv inhibition -9.6%.
CC1=C(C#N)C(=O)NC(C)(C)C1 was read as inhibitors of VEEV 6.7%, M. tuberculosis -17.5%, influenza NS1A -13.0%, Salmonella PhoP GFP 12.2% and H37Rv inhibition -5.0%.

The whole of this part, repeating the preview:
For Cc1cccc(OCc2nc(C#N)c(NCCN(C)C)o2)c1 the results were inhibitors of VEEV 0.6%, influenza NS1A -4.6%, Salmonella PhoP GFP -2.0% and H37Rv inhibition -9.6%.
CC1=C(C#N)C(=O)NC(C)(C)C1 was read as inhibitors of VEEV 6.7%, M. tuberculosis -17.5%, influenza NS1A -13.0%, Salmonella PhoP GFP 12.2% and H37Rv inhibition -5.0%.
Screening CCOC(=O)C1=C(C)OC(N)=C(C#N)C1c1cccc(C)c1 (stereo not given) returned inhibitors of VEEV 1.2%, M. tuberculosis 0.1%, influenza NS1A -0.7%, Salmonella PhoP GFP -13.3% and H37Rv inhibition -8.8%.
For CN(C(=O)c1cccc(S(=O)(=O)N2CCOCC2)c1)c1c(N)n(Cc2ccccc2)c(=O)[nH]c1=O the results were inhibitors of VEEV 1.9%, M. tuberculosis -5.5%, influenza NS1A 7.5% and H37Rv inhibition -11.1%.
CCOc1cc2c(cc1OCC)C(c1ccccc1OC)OC(=O)C2 (stereo not given) was read as inhibitors of VEEV 1.4%, M. tuberculosis -2.4%, influenza NS1A 11.3%, Salmonella PhoP GFP -4.9%, H37Rv inhibition 8.0% and inhibitors of VEEV 10K pilot screen 0.5.
For CC(C)CN(CC(C)C)C(=S)Nc1ccc(Cl)cc1 the results were inhibitors of VEEV 0.7%, M. tuberculosis 8.8%, influenza NS1A 4.2%, Salmonella PhoP GFP 0.8% and H37Rv inhibition -10.7%.
For Cc1ccc(/C=C/C(=O)OCC(=O)c2ccc3c(c2)NC(=O)CO3)o1 the results were inhibitors of VEEV 1.9%, M. tuberculosis 21.0%, influenza NS1A -10.3% and H37Rv inhibition 7.5%.
For CCn1c(-c2cc(C3CC3)nc3ccccc23)n[nH]c1=S the results were inhibitors of VEEV 0.9%, M. tuberculosis 15.6%, influenza NS1A -3.9%, Salmonella PhoP GFP 1.2% and H37Rv inhibition -10.3%.
`Fc1ccc(NC(=S)N2N=CCC2c2ccccc2)cc1` (stereo not given) gave inhibitors of VEEV 1.4%, M. tuberculosis 2.8%, influenza NS1A 1.1%, Salmonella PhoP GFP 6.7% and H37Rv inhibition -0.9%.
`Cc1ccc(/C=C/C(=O)Nc2ccc(N(C)C)cc2)o1` gave inhibitors of VEEV 2.6%, M. tuberculosis inconclusive, influenza NS1A 22.8%, Salmonella PhoP GFP -5.8% and H37Rv inhibition 19.6%.
For Cc1ccc(S(=O)(=O)NC(CC(=O)O)c2cccs2)cc1 (stereo not given) the results were inhibitors of VEEV 1.9%, M. tuberculosis -9.4%, influenza NS1A 6.5%, Salmonella PhoP GFP 7.9% and H37Rv inhibition -1.4%.
`COc1ccccc1NC(=O)CC1C(=O)NCCN1C(=O)Nc1ccccc1` (stereo not given) gave inhibitors of VEEV 3.0%, M. tuberculosis 6.8%, influenza NS1A -3.5%, Salmonella PhoP GFP -6.0% and H37Rv inhibition -2.2%.
For COc1ccc(-c2cc(C(=O)NCc3ccco3)no2)cc1OC the results were inhibitors of VEEV 5.8%, M. tuberculosis -0.1%, influenza NS1A -0.9%, Salmonella PhoP GFP -15.4% and H37Rv inhibition -6.8%.
COc1ccc(OCC(=O)Nc2ccc3oc(=O)ccc3c2)cc1 was read as inhibitors of VEEV 2.0%, M. tuberculosis 72.0%, influenza NS1A 10.9%, Salmonella PhoP GFP -0.8% and H37Rv inhibition inconclusive.
For CCc1cc(=O)oc2cc(C)cc(OCC(C)=O)c12 the results were inhibitors of VEEV 3.5%, M. tuberculosis -0.1%, Salmonella PhoP GFP -11.9% and H37Rv inhibition -8.6%.
Cc1nnc2c3ccccc3c(-c3cccc4ccccc34)nn12 was read as inhibitors of VEEV 0.1% and influenza NS1A 2.1%.
For C[N+](C)(C)c1ccccc1 the results were inhibitors of VEEV 1.2%, M. tuberculosis 25.8%, influenza NS1A -1.7%, Salmonella PhoP GFP -3.1% and H37Rv inhibition -1.0%.
For O=C(Nc1cccc(S(=O)(=O)NC2=NCCC2)c1)c1cc(-c2ccco2)nc2ccccc12 the results were inhibitors of VEEV 5.1%, M. tuberculosis 8.8%, influenza NS1A 2.8%, Salmonella PhoP GFP 9.9% and H37Rv inhibition -7.5%.
`CCOC(=O)c1sc(=S)n(-c2ccc(Cl)cc2)c1C` gave inhibitors of VEEV 4.5%, M. tuberculosis 69.6%, influenza NS1A 1.5%, Salmonella PhoP GFP -11.8% and H37Rv inhibition 1.9%.
Screening C[C@H]1CN=C(N(C)C)N1CCc1cccc(F)c1 returned inhibitors of VEEV inactive, M. tuberculosis -0.3%, influenza NS1A 6.1%, Salmonella PhoP GFP -3.1%, H37Rv inhibition 0.9% and inhibitors of VEEV 10K pilot screen 0.9.
CN(C)C(CNC(=O)c1cccc(S(=O)(=O)N2CC3(C)CC2CC(C)(C)C3)c1)c1ccco1 (stereo not given) was read as inhibitors of VEEV inactive, M. tuberculosis 10.0%, influenza NS1A -5.8%, Salmonella PhoP GFP -19.8% and H37Rv inhibition -8.5%.
C=CCn1c(COc2ccc(OC)cc2)nnc1SC(C)C(=O)NC1CC1 (stereo not given) was read as inhibitors of VEEV 0.6%, M. tuberculosis 14.7%, influenza NS1A -2.8% and H37Rv inhibition -7.5%.
Nn1c(SCC(=O)N2CCCc3ccccc32)nnc1-c1ccccc1 was read as inhibitors of VEEV 1.8%, M. tuberculosis -8.4%, influenza NS1A 6.5%, Salmonella PhoP GFP -4.6% and H37Rv inhibition -5.4%.
N/C(=N\OC(=O)c1ccc2c(c1)OCO2)c1cccc([N+](=O)[O-])c1 was read as inhibitors of VEEV 0.2%, M. tuberculosis 38.7%, influenza NS1A -1.4%, Salmonella PhoP GFP -6.7% and H37Rv inhibition inconclusive.
`C=CCN(C(=O)c1csnn1)C(C(=O)NC1CCCCC1)c1ccc(Cl)cc1` (stereo not given) gave inhibitors of VEEV inactive, M. tuberculosis 9.3%, influenza NS1A -0.8%, Salmonella PhoP GFP 9.8% and H37Rv inhibition -3.2%.
CCc1ccc(S(=O)(=O)Nc2ccc(O)c3c(=O)cc(-c4ccccc4Cl)oc23)cc1 was read as inhibitors of VEEV 1.9%, M. tuberculosis 17.8%, influenza NS1A 8.3%, Salmonella PhoP GFP -4.5% and H37Rv inhibition -11.8%.
Screening Nc1c(S(=O)(=O)c2cc(Cl)ccc2Cl)c2nc3ccccc3nc2n1CCN1CCOCC1 returned inhibitors of VEEV inactive, M. tuberculosis 39.5%, influenza NS1A 4.3%, Salmonella PhoP GFP 3.6% and H37Rv inhibition -1.2%.
Screening COc1cccc(-n2nnc3c(=O)n(CC(=O)Nc4cc(C)on4)cnc32)c1 returned inhibitors of VEEV inactive, M. tuberculosis 55.7%, influenza NS1A -3.4%, Salmonella PhoP GFP -1.8% and H37Rv inhibition 8.0%.
Screening NNC(=O)c1cncn1-c1ccc(F)cc1 returned inhibitors of VEEV 1.0%, M. tuberculosis -10.3%, influenza NS1A 5.9%, Salmonella PhoP GFP 2.3% and H37Rv inhibition -5.8%.
Screening O=C(NCCCN1CCCCCC1)c1ccc2c(c1)NC(=O)C(N1CCOCC1)S2 (stereo not given) returned inhibitors of VEEV 1.2%, M. tuberculosis -0.9%, influenza NS1A -15.8%, Salmonella PhoP GFP -4.1% and H37Rv inhibition -5.2%.
Screening CCOc1ccccc1NC(=S)NCc1ccccc1 returned inhibitors of VEEV 0.1%, M. tuberculosis 11.3%, influenza NS1A 16.2%, Salmonella PhoP GFP -4.7% and H37Rv inhibition -10.8%.
Screening C=CCOc1ccccc1CN1CCC(Oc2ccc(C(=O)N3CCCC3)cc2)CC1 returned inhibitors of VEEV 1.0%, M. tuberculosis 28.6%, influenza NS1A 5.4%, Salmonella PhoP GFP 5.5% and H37Rv inhibition 3.1%.
`O=C(CCc1ccc(S(=O)(=O)N2CCOCC2)cc1)Nc1c(F)cccc1F` gave inhibitors of VEEV 2.8%, M. tuberculosis -8.9%, influenza NS1A -4.8% and H37Rv inhibition 1.7%.
For Cc1occc1C(=O)NNC(=O)c1ccccc1F the results were inhibitors of VEEV 0.8%, M. tuberculosis 7.5%, influenza NS1A 1.4%, Salmonella PhoP GFP -9.8% and H37Rv inhibition 10.3%.
For Cn1cc(S(=O)(=O)NC[C@H]2O[C@@H](n3cnc4c(N)ncnc43)[C@H](O)[C@@H]2O)cn1 the results were inhibitors of VEEV inactive and influenza NS1A -9.6%.
For O=C(OCC(=O)c1ccccc1Br)c1ccccn1 the results were inhibitors of VEEV 0.3%, influenza NS1A 6.3%, Salmonella PhoP GFP -12.3% and H37Rv inhibition -3.8%.
`Cc1nc(C)c(-c2ccn(S(=O)(=O)c3ccc(Cl)cc3)n2)o1` gave inhibitors of VEEV 0.2%, M. tuberculosis 20.6%, influenza NS1A -16.1%, Salmonella PhoP GFP 5.0% and H37Rv inhibition 0.6%.
COC(=O)c1ccc(NC(=S)N2CCN(C(=O)c3ccco3)CC2)cc1 was read as inhibitors of VEEV 8.6%, M. tuberculosis 12.4%, influenza NS1A -5.0%, Salmonella PhoP GFP -0.9% and H37Rv inhibition -0.8%.
CC12CCC(C(=O)NCCCN3CCOCC3)(C(Br)C1=O)C2(C)C (stereo not given) was read as inhibitors of VEEV inactive, M. tuberculosis 4.9%, influenza NS1A 5.4%, Salmonella PhoP GFP 2.5% and H37Rv inhibition -0.1%.
For Cc1nc(CS(=O)c2ccc(Cl)cc2)cc(N2CCOCC2)n1 (stereo not given) the results were inhibitors of VEEV 1.1%, M. tuberculosis -2.7%, influenza NS1A -1.9%, Salmonella PhoP GFP 3.1% and H37Rv inhibition -6.1%.
Fc1ccc(NC(=S)Nc2cccnc2)cc1 was read as inhibitors of VEEV 1.9%, M. tuberculosis 11.7%, influenza NS1A 8.8%, Salmonella PhoP GFP -1.1% and H37Rv inhibition -9.3%.
O=C(c1ccccc1)[C@H]1CC=CC[C@H]1C(=O)O was read as inhibitors of VEEV 2.4%, M. tuberculosis -7.4%, influenza NS1A -12.7%, Salmonella PhoP GFP -14.3% and H37Rv inhibition 1.3%.
`O=S1(=O)CCO[C@H]2Cc3ccccc3[C@H]2N1Cc1cccc(C(F)(F)F)c1` gave inhibitors of VEEV 0.9%, M. tuberculosis 9.0%, influenza NS1A 1.6%, Salmonella PhoP GFP 2.8% and H37Rv inhibition 0.0%.
Screening COc1ccc(/C=C/C(=O)NCC(=O)N/N=C(/C)c2ccc(Cl)cc2)cc1 returned inhibitors of VEEV 0.7%, M. tuberculosis 1.2%, influenza NS1A 6.8%, Salmonella PhoP GFP -1.8% and H37Rv inhibition 15.3%.
COC(=O)c1sc2nc(C)nc(SCC(=O)Nc3sccc3C(N)=O)c2c1C was read as inhibitors of VEEV 0.4%, M. tuberculosis 11.3%, influenza NS1A -1.5% and H37Rv inhibition 0.1%.
For O=C1C2C3C=CC(C4CC34)C2C(=O)N1/N=C/c1ccc(-c2ccccc2[N+](=O)[O-])o1 (stereo not given) the results were inhibitors of VEEV 7.4%, M. tuberculosis 24.5%, influenza NS1A -1.2%, Salmonella PhoP GFP -2.0% and H37Rv inhibition 2.8%.

In the list so far, 2 have a COOH group:
For Cc1ccc(S(=O)(=O)NC(CC(=O)O)c2cccs2)cc1 (stereo not given) the results were inhibitors of VEEV 1.9%, M. tuberculosis -9.4%, influenza NS1A 6.5%, Salmonella PhoP GFP 7.9% and H37Rv inhibition -1.4%.
O=C(c1ccccc1)[C@H]1CC=CC[C@H]1C(=O)O was read as inhibitors of VEEV 2.4%, M. tuberculosis -7.4%, influenza NS1A -12.7%, Salmonella PhoP GFP -14.3% and H37Rv inhibition 1.3%.
